ASK1 primary: ASK1 kinase inhibitors, primary screen, biochemical, AlphaScreen; 0.99% of 22,000 active; Mitogen-activated protein kinase kinase kinase 5 (Homo sapiens), Q99683; inhibition, % at 7.44 µM; AlphaScreen MKK6 phosphorylation by ASK1, luminescence; AID 1159602, 2016; in the data active = inhibition above about 35%;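 note: 0% = median of compound wells and 100% = no enzyme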
ULK1 primary: ULK1 kinase inhibitors, primary screen, biochemical, AlphaScreen; AlphaScreen Atg13 phosphorylation by ULK1, luminescence; inhibition, % at 5.96 µM; 1.9% of 30,000 active; AID 1259251, 2017; in the data active = inhibition above about 43%;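 note: 0% = median of compound wells and 100% = no enzyme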
Target sequence (O75385 whole entry, looked up): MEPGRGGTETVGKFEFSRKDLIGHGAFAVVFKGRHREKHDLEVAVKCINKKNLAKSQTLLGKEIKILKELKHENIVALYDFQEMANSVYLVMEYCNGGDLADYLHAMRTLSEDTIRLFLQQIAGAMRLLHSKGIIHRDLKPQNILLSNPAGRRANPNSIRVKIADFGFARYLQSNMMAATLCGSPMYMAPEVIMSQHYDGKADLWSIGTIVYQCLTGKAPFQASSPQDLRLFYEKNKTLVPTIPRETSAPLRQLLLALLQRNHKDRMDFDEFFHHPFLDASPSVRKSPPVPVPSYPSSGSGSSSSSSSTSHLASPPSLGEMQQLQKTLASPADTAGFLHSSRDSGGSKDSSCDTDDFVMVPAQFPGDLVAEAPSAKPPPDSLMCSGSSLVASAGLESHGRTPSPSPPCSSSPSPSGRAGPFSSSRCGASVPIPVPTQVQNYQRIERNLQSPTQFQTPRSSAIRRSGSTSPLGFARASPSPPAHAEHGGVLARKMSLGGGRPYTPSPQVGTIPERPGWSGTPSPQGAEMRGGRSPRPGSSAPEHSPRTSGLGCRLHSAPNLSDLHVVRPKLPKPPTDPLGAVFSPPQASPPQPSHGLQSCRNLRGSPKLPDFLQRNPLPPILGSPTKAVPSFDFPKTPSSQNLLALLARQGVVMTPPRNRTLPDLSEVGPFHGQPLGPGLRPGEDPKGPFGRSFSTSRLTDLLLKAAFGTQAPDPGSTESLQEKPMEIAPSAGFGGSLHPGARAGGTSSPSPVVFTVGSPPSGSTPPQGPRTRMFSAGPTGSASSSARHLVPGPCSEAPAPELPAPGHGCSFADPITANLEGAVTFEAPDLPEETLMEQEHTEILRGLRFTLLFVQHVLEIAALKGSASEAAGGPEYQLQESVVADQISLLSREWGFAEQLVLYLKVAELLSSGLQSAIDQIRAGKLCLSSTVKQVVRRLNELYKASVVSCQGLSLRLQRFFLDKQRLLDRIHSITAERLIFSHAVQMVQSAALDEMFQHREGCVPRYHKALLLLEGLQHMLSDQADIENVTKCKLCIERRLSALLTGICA
Active calls of the source: *; . = no result given; & = joins results of further samples.

cpd	SMILES	ASK1 primary	ULK1 primary
1	O=C(O)c1ccc(OCCN2CCCCC2)cc1	.	-7&-5
2	COc1ccc(-c2nc(NCc3nc4ccccc4[nH]3)c3ncn(C(C)C)c3n2)cn1	-2	14
3	c1cc(Nc2nccc(NCCN3CCOCC3)n2)ncn1	1	2
4	CN1CCN(c2ccc(-c3cc(C(=O)Nc4ccc(Oc5ccccc5)cc4)ccn3)cc2)CC1	-4	-16
5	CCN(c1ccccc1C(=O)O)S(=O)(=O)c1cccc2nsnc12	.	-20
6	O=C(CSc1nc2ccc(NC(=O)c3ccccc3)cc2s1)NCC1CCCO1 (centres undefined)	.	-2
7	CCN(CC)C(=O)C1CCCN(c2nc(NCc3cccnc3)c3ncn(-c4ccccc4)c3n2)C1 (centres undefined)	-25	12
8	Oc1ccc(CCNc2nc(-c3ccc(N4CCOCC4)nc3)nc3c2ncn3C2CCCCC2)cc1	8	-29
9	CC(=O)Nc1ccc(Nc2nc(Nc3ccc(C(F)(F)F)cc3)nc3c2ncn3-c2ccsc2)cc1	6	5
10	c1cncc(CNc2nc(-c3csc4ccccc34)nc3c2ncn3C2CCCCC2)c1	-6	-34
11	c1ccc(Nc2nc(Nc3ccc(-n4ccnc4)cc3)nc3c2ncn3-c2ccsc2)cc1	5	40
12	O=C(NC1CC1)c1cccc(Nc2ccccc2)n1	-6	-14
13	COc1ccc(OC)c(/C=N/Nc2nc(Nc3ccccc3)nc(N3CCCCC3)n2)c1	.	0
14	Cc1cc(NCc2cccnc2)nc(Nc2nccc3ccccc23)n1	-9	-6
15	COc1ccc(CN2CCC(C(=O)NCC3CCCO3)CC2)cc1 (centres undefined)	.	2
16	Clc1ccc(CN2CCC[C@H]2c2nc3ccc(-c4ccncc4)cc3n2Cc2ccc(Cl)cc2)cc1	-12	-20
17	NC(=O)c1ccc(-c2cc(NCCN3CCOCC3)nc(N)n2)cc1	12	-22
18	OCCNc1nc(Nc2ccccn2)nc2c1ncn2-c1ccccc1	1	15
19	NC(=O)/C(=C\c1ccc([N+](=O)[O-])o1)c1ccco1	.	30
20	c1ccc(CNc2ccnc(Nc3ccccn3)n2)cc1	-8	4

(listing goes on)
cpd	SMILES	ASK1 primary	ULK1 primary
21	O=C(NCc1cccc(C(F)(F)F)c1)c1cccc(-c2csc3ccccc23)c1	-13	-7
22	CC(=O)c1cccc(-c2nc(NCCO)c3[nH]cnc3n2)c1	5	3
23	Cc1nn(C)c(C)c1-c1nc2c(NCCN(C(C)C)C(C)C)ncnc2n1C(C)C	6	-1
24	O=C1CCCN1CCn1cnc2c(NC3CC3)nc(Nc3ccc(C(F)(F)F)cc3)nc21	1	-8
25	O=C(NC1CC1)c1ccc(-c2nc(NCCOc3ccccc3)c3[nH]cnc3n2)cc1	13	1
26	c1ccc(OCCNc2ccnc(-c3ccc4[nH]ccc4c3)n2)cc1	7	-4
27	CCCNc1nc(Nc2cnccn2)nc2c1ncn2C(C)C	4	26
28	O=C(Nc1ccc2c(c1)OCO2)c1cnc(Nc2ccncn2)s1	15	7
29	NC(=O)c1ccc(Nc2ncc(F)c(-c3ccccc3)n2)cc1	-5	19
30	CC(=O)Nc1ccc(NC(=O)c2cccc(N3CCCC3CO)n2)cc1 (centres undefined)	9	-1
31	CCN(CC)CCCC(C)Nc1c2ccc(Cl)cc2nc2ccc(OC)cc12 (centres undefined)	.	4
32	C=CCN1CCCC1CNC(=O)c1cc2[nH]nnc2cc1OC (centres undefined)	.	-8
33	Cn1nccc1-c1cc(F)cc(-c2ccnc(Nc3ccc(-n4cnc(C(F)(F)F)n4)cc3)n2)c1	29	-8
34	CCN(CC)c1nc(NCc2cccc(C(F)(F)F)c2)nc(N2CCC(N3CCOCC3)CC2)n1	5	-22
35	Cn1c(-c2ccccc2)cnc1NC(=O)c1ccc(F)cc1	.	20
36	N#C/C(=C\c1cn(CC(=O)NCc2ccco2)c2ccccc12)C(N)=O	.	-9
37	NC(=O)c1ccc(-c2cc(C(=O)NCCOc3ccccc3)ccn2)cc1	7	-11
38	COc1ccc2c(c1)CC(c1nc3ccc(-c4cn[nH]c4)cc3c(=O)n1C)CO2 (centres undefined)	-8	-5
39	Nc1cc2cnn(-c3cccc(C(=O)NCCN4CCOCC4)c3)c2cc1F	1	0
40	O=C1CCCN1CCCNc1ncnc2nc(Nc3cnccn3)[nH]c12	11	13

(list continues)
cpd	SMILES	ASK1 primary	ULK1 primary
41	CCCNC(=O)c1ccnc(N2CCOCC2)c1	7	0
42	c1ccc2c(c1)CCN(c1cc(-c3ccncc3)nc(-c3ccncc3)n1)C2	.	-1
43	c1ccc(CN2CCC(Nc3nccc(Nc4ccc(N5CCOCC5)cc4)n3)CC2)cc1	16	14
44	O=C(Nc1ccc(-c2ccncc2)cc1Cl)C1COc2ccccc2O1 (centres undefined)	6	8
45	COc1cc2nc(Nc3ccccc3)nc(NCCN3CCOCC3)c2cc1OC	-7	-2
46	Oc1ccc(CCNc2ccnc(Nc3ccccc3)n2)cc1	12	-5
47	Cc1ccc(CNC(=O)Cn2c(CO)cnc2SCC(=O)N2CCc3ccccc32)cc1	.	1
48	O=C(NCCc1ccccn1)c1ccc2c(c1)CC(c1nc3ccc(-c4cn[nH]c4)cc3c(=O)[nH]1)CO2 (centres undefined)	-72	-9
49	CCN(CC)C(=O)C1CCCN(c2ncc(C)c(Nc3ccc(N4CCOCC4)cc3)n2)C1 (centres undefined)	4	-3
50	CC(=O)N=c1sc(S(N)(=O)=O)nn1C	.	-4
51	O=C(Nc1ccc2[nH]ncc2c1)[C@@H]1CC[C@H](NC(=O)[C@H](O)c2ccccc2Cl)C1	5	0
52	Cc1cc(Nc2ccc(Oc3ccccc3)cc2)nc(N2CCOCC2)n1	4	-28
53	CN(C)C(=O)[C@H](O)CCNC(=O)c1cc(Nc2ccc3[nH]ncc3c2)ccn1	3	2
54	COc1ccc(-c2nc(NCc3ccccc3)c3ncn(-c4ccsc4)c3n2)cc1	6	0
55	COc1ccc(C(=O)c2oc3cc(NC(=O)c4ccncc4)ccc3c2C)cc1	.	-5
56	CCN(CC)C(=O)C1CCCN(c2nc(NCCN(C(C)C)C(C)C)c3ncn(C4CCCCC4)c3n2)C1 (centres undefined)	-27	4
57	CN1CCN(C(=O)c2ccc(-c3cc(NCCOc4ccccc4)ncn3)cc2)CC1	-4	-7
58	Cc1ncn(-c2ccc(Nc3ncc4cccc(-n5ccnc5)c4n3)cc2)n1	-6	28
59	CN1CCC(=NNC(=O)c2cccc3ccccc23)CC1	.	6
60	NC(=O)CC(NS(=O)(=O)c1cccc2nsnc12)C(=O)O (centres undefined)	.	-4

Quoted at random: 3 records from the list
cpd	SMILES	ASK1 primary	ULK1 primary
53	CN(C)C(=O)[C@H](O)CCNC(=O)c1cc(Nc2ccc3[nH]ncc3c2)ccn1	3	2
59	CN1CCC(=NNC(=O)c2cccc3ccccc23)CC1	.	6
49	CCN(CC)C(=O)C1CCCN(c2ncc(C)c(Nc3ccc(N4CCOCC4)cc3)n2)C1 (centres undefined)	4	-3

Additional records follow.
cpd	SMILES	ASK1 primary	ULK1 primary
61	c1n[nH]c(-c2ccc3cnc(Nc4ccc(-n5cnc(N6CCOCC6)n5)cc4)nc3c2)n1	-20	31
62	NC(=O)C1CCN(c2ccc([N+](=O)[O-])cc2[N+](=O)[O-])CC1	.	-8
63	CCCNc1nc(Nc2ccc(-n3ccnc3)cc2)nc(N(CC)CC)n1	8	-19
64	Cc1noc(C)c1-c1nc(NCc2nc3ccccc3[nH]2)c2ncn(C(C)C)c2n1	-20	-1
65	CCCNC(=O)Cc1cn(-c2ccc(Cl)nn2)c2ccccc12	-10	9
66	O=C(NCCO)c1ccc2nc(-c3ccc(N4CCOCC4)nc3)sc2c1	6	-1
67	NC(=O)c1ccc(Nc2ncc(Cl)c(-c3ccccc3)n2)cc1	9	31
68	COc1cc2nc(Cl)nc(NCc3cccc(C(F)(F)F)c3)c2cc1OC	-6	-5
69	FC(F)(F)c1ccc(Cn2cnc3c(NCCOc4ccccc4)nc(N4CCc5ccccc5C4)nc32)cc1	3	5
70	c1ccc(Nc2ccnc(Nc3ccc(-n4ccnc4)cc3)n2)cc1	2	7
71	Cc1nc(NCCCC(=O)O)c2oc3ccccc3c2n1	.	4
72	NC(=O)c1ccc(-c2nc(NC3CC3)c3ncn(Cc4ccc(C(F)(F)F)cc4)c3n2)cc1	15	-4
73	O=C1NN(c2ccc([N+](=O)[O-])cc2)C(=O)C2C3c4ccccc4C(c4ccccc43)C12 (centres undefined)	.	-8
74	CCN(CC)c1cc(-c2ccccn2)nc(-c2ccncc2)n1	.	4
75	COc1cc(OC)nc(Oc2ccccc2C(=O)N[C@@H](CC(C)C)C(N)=O)n1	.	-10
76	CCCNc1nc(-c2c(C)nn(C)c2C)nc2c1ncn2Cc1ccc(C(F)(F)F)cc1	-1	-3
77	Cn1nccc1Nc1nc(NCc2cccnc2)c2ncn(CCN3CCCC3=O)c2n1	-9	2
78	O=C(Nc1ccccc1)c1cc(Cl)nc2ccccc12	8	-10
79	COc1ccc(CN2CCN(CC3CC=CCC3)CC2)cc1 (centres undefined)	.	6
80	CC(=O)Nc1ccc(Nc2ncnc3c2nc(-c2ccccc2)n3C(C)C)cc1	-7	-20

Additional structures.
cpd	SMILES	ASK1 primary	ULK1 primary
81	N#Cc1ccc(Br)cc1/C=C/C(=O)NCCO	.	3
82	COc1ccc(CCNc2cc(N3CCCC3CO)ncn2)cc1 (centres undefined)	1	2
83	COc1ccc(-c2cncc(-c3cc(NCc4cnc(C)cn4)nc(C)n3)c2)cc1	.	-13
84	COc1ccc(-c2nc(NCCOc3ccccc3)c3ncn(C(C)C)c3n2)cc1	-5	-26
85	Oc1ccc(Br)cc1/C=N/Nc1nc2nonc2nc1Nc1ccc(F)cc1	.	0
86	Cc1cccc(CNC(=O)Nc2ccc(-c3cn[nH]c3)cc2)c1	2	8
87	N=c1c(N)c1N(CCN1CCOCC1)C(=O)c1cccc(-n2ncc3cc(N(c4c(N)c4=N)c4c(N)c4=N)ccc32)c1	-7	9
88	CN1CCN(C(=O)c2ccc(-c3ccc(C(=O)Nc4ccc(Oc5ccccc5)cc4)s3)cc2)CC1	-7	-51
89	CC(C)n1c(Nc2ccc(-n3ccnc3)cc2)nc2c(Nc3ccc(N4CCOCC4)cc3)ncnc21	4	9
90	O=C(Cn1c(=O)sc2ccc(Cl)cc21)N1CCN(CCO)CC1	.	5
91	O=c1[nH]c2ccccc2n1CCCN1CCN(C(c2ccccc2)c2ccccc2)CC1	.	-11
92	O=C(Nc1ccc(N2CCOCC2)cc1)c1ccc2nc(N3CCC(N4CCOCC4)CC3)sc2c1	-3	15
93	O=C(O)c1cc(N2CCNCC2)nc2ccccc12	.	1
94	CC(C)N(CCNC(=O)c1cnc(Nc2cccc(N(C)C)c2)s1)C(C)C	4	1
95	COc1cc2nc(-c3cccc(C(C)=O)c3)nc(N)c2cc1OC	-2	-4
96	Cc1cnc(Nc2cccc(N(C)C)c2)nc1Nc1ccc2c(c1)OCO2	24	37
97	Nc1nc(NCCN2CCOCC2)cc(NCc2ccccc2)n1	-11	-2
98	CCNc1nc(Nc2ccc(NC(C)=O)cc2)c2ncn(C(C)C)c2n1	8	34
99	CC(C)N(CCNc1nc(NC2CCC(O)CC2)nc2nc[nH]c12)C(C)C (centres undefined)	-14	-11
100	COc1cccc(CNC(=O)c2cn(CCN(C)C)c3cc(-c4cn[nH]c4)ccc23)c1	-1	-13

Additional results follow:
cpd	SMILES	ASK1 primary	ULK1 primary
101	O=[N+]([O-])OCC(CO[N+](=O)[O-])O[N+](=O)[O-]	.	-12
102	Clc1ccc(CNc2ncc(-c3cccs3)cn2)cc1	.	12
103	O=C(NCc1ccccc1)c1ccnc(Cl)c1	-5	0
104	O=C1CCCN1CCCNc1nc(NCc2cccc(C(F)(F)F)c2)c2ncn(CCN3CCCC3=O)c2n1	0	-5
105	Cc1nn(C)c(C)c1-c1ncc(C(=O)NCCOc2ccccc2)s1	-1	-3
106	CCCNc1cc(Nc2nc3ccccc3n2C)ncn1	-8	10
107	FC(F)(F)c1ccc(Cn2cnc3c(NCc4cccc(C(F)(F)F)c4)nc(Nc4nccc5ccccc45)nc32)cc1	-25	12
108	O=C1CCCN1CCCNc1nc(Nc2ccccn2)nc2c1ncn2-c1ccccc1	15	16
109	O=C(COCC(=O)Nc1c(I)cc(I)c(C(=O)O)c1I)Nc1c(I)cc(I)c(C(=O)O)c1I	.	-11
110	CC(=O)Nc1ccc(NC(=O)c2cccc(Nc3nccc4ccccc34)n2)cc1	-3	39
111	CC1(S(=O)(=O)O)CC(=O)c2ccccc2C1=O (centres undefined)	.	-12
112	O=C1CCCN1CCn1cnc2c(NC3CC3)nc(-c3csc4ccccc34)nc21	-22	-10
113	CC(=O)Nn1c(C)nc2ccccc2c1=O	.	-2
114	CC1CN(c2c(Cl)cccc2NC(=O)c2ccc(Br)o2)CCN1C(=O)OC(C)(C)C (centres undefined)	-16	-12
115	CCN(CC)c1nc(NCc2ccccc2)nc(N2CCOCC2)n1	-16	0
116	Nc1ccc(S(=O)(=O)Nc2ccc(Cl)nn2)cc1	.	-5
117	C/C=C/Cn1c(SCC(=O)O)nc2c1c(=O)[nH]c(=O)n2C	.	9

Some of the entries so far, field by field:
105: Cc1nn(C)c(C)c1-c1ncc(C(=O)NCCOc2ccccc2)s1
- ASK1 primary = -1
- ULK1 primary = -3

110: CC(=O)Nc1ccc(NC(=O)c2cccc(Nc3nccc4ccccc34)n2)cc1
- ASK1 primary = -3
- ULK1 primary = 39

115: CCN(CC)c1nc(NCc2ccccc2)nc(N2CCOCC2)n1
- ASK1 primary = -16
- ULK1 primary = 0

109: O=C(COCC(=O)Nc1c(I)cc(I)c(C(=O)O)c1I)Nc1c(I)cc(I)c(C(=O)O)c1I
- ASK1 primary = .
- ULK1 primary = -11

From PubChem BioAssay
